Fam108B inh: mouse Fam108B serine hydrolase inhibitors, primary screen, counter-screen for RBBP9 inhibitor project, biochemical, fluorescence polarization; recombinant Fam108B, FP-Rh probe fluorescence polarization; inhibition, % at 9.51 µM; 0.33% of 300,000 active; AID 1947, 2009;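 active = inhibition above the screen mean inhibition plus 3 SD, computed separately per campaign, cut at about 18% in these data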;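 note: inhibitors lower polarization as less probe binds the enzyme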
PAD4 inh: human PAD4 inhibitors, primary screen, biochemical, fluorescence polarization, 1536-well format; recombinant PAD4, RCA probe fluorescence polarization; inhibition, % at 6.36 µM; 0.41% of 330,000 active; Protein-arginine deiminase type-4 (Homo sapiens), Q9UM07;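 active = percent inhibition above a cutoff equal to the mean of all tested compounds plus 3 SD, cut at about 15% in these data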;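 note: 0% = PAD4 with RCA probe and DMSO and 100% = probe without PAD4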
Target sequence (Q9UM07 whole entry, looked up): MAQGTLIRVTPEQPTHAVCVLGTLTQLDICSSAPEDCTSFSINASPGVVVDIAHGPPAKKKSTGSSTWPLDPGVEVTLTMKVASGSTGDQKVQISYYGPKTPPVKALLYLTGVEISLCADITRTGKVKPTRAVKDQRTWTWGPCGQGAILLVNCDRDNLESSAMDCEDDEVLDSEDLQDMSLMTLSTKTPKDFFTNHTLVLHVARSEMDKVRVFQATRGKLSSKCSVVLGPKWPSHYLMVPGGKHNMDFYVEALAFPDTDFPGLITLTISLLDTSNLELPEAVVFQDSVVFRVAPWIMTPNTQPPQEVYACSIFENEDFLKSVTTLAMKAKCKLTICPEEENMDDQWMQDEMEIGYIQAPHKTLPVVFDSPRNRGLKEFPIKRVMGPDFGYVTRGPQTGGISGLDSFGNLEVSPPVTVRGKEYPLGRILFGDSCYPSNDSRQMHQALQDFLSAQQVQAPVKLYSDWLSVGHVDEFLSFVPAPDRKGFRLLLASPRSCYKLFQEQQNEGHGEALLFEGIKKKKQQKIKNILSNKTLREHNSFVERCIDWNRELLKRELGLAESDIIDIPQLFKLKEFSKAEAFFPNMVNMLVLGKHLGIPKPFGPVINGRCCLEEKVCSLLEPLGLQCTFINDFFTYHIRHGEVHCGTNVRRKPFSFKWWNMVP
TPT1 inhibitor: Candida albicans TPT1 enzyme inhibitors, primary screen, biochemical, fluorescence polarization | recombinant caTPT1, FP RNA substrate dephosphorylation | inhibition, % at 5 µM | 0.81% of 300,000 active;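 active = inhibition above the mean of all tested compounds plus 3 SD, set per screening campaign, cut at about 24% in these data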;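 note: plate controls were DMSO alone for no effect and ferristatin control at 100 nM for full effect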
MCL1-BIM inh: inhibitors of MCL1 binding to BIM-BH3, primary screen, biochemical, fluorescence polarization. Induced myeloid leukemia cell differentiation protein Mcl-1 (Homo sapiens), Q07820. 0.68% of 320,000 active. GST-MCL1 / FITC-Bim-BH3 fluorescence polarization. inhibition, % at 10.9 µM;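 active = inhibition above the mean inhibition of all tested compounds plus 3 SD, set per campaign, cut at about 40% in these data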;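 note: 0% = DMSO wells and 100% = unlabeled Bim-BH3 peptide control; higher means more loss of mP so more displacement of Bim peptide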
GLD-1 RNA inh: GLD-1/TGE RNA complex disruptors, primary screen, biochemical, fluorescence polarization; Female germline-specific tumor suppressor gld-1 (Caenorhabditis elegans), Q17339; purified GLD-1 + fluorescein TGE RNA; inhibition, % at 5.96 µM; 0.44% of 320,000 active; AID 2280, 2010;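 active = percent inhibition above a per-plate cutoff, the plate mean of test compounds plus 3 SD, cut at about 30% in these data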;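 note: 0% = DMSO wells with GLD-1 and probe and 100% = wells lacking GLD-1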
MEX-5 binding: MEX-5 zinc finger RNA-binding disruptors – biochemical, C. elegans, fluorescence polarization, MLPCN library, primary screen. Zinc finger protein mex-5 (Caenorhabditis elegans), Q9XUB2. activity score (negative = inhibition of binding), % at 10 µM. 0.38% of 300,000 active. MEX-5/FITC-TCR2 RNA binding; active compounds read low;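 active = inhibition past about -25% in most replicates, and total fluorescence under double the plate's negative control median, limit read from the data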;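 note: 0% = DMSO and -100% = 5 µM competing unlabeled TCR2 RNA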
Bcl-xL primary: inhibitors of human Bcl-xL, primary screen, biochemical, fluorescence polarization, HTS. Bcl-2-like protein 1 (Homo sapiens), Q07817. GST-Bcl-xL / FITC-Bim BH3 peptide fluorescence polarization. inhibition, % at 10.9 µM. 0.7% of 320,000 active;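 active = inhibition above the mean of all tested compounds plus 3 SD, cutoff set per campaign, cut at about 30% in these data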;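 note: 0% = DMSO wells and 100% = unlabeled Bim-BH3 peptide competitor; inhibitors lower millipolarization by displacing the labeled peptide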
Target sequence (Q07817 whole entry, looked up): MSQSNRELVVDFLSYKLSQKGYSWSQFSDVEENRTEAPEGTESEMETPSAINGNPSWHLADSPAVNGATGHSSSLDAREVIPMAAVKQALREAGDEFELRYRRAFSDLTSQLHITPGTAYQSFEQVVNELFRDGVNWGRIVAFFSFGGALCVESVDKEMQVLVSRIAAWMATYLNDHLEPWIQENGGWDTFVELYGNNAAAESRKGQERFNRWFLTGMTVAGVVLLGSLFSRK
GSTO1 inh: inhibitors of recombinant GSTO1, primary screen, counter-screen for RBBP9 inhibitor project, biochemical, fluorescence polarization. inhibition, % at 5.96 µM. Glutathione S-transferase omega-1 (Homo sapiens), P78417. AID 1974, 2009. activity-based probe fluorescence polarization. 1.1% of 300,000 active;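 active = inhibition above the campaign mean inhibition plus 3 SD, cut at about 35% in these data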;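 note: 0% = GSTO1-1 with DMSO and 100% = wells lacking GSTO1-1 enzyme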
PME-1 primary: PME-1 inhibitors via competitive probe labeling, primary screen, biochemical, fluorescence polarization, FP-Rh probe, HTS; inhibition, % at 5.9 µM; recombinant PME-1; 0.53% of 320,000 active; Protein phosphatase methylesterase 1 (Homo sapiens), Q9Y570;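 active = inhibition above the campaign mean of all compounds plus 3 SD, cut at about 26% in these data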;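 note: competitive labeling of PME-1 active site by serine hydrolase directed probe; 0% = PME-1 with DMSO and 100% = wells lacking PME-1 enzyme; inhibitors block probe labeling so polarization falls and inhibition rises; many of its hits are not listed in these tables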
* marks the source's active call; other numbers are inactive results; nt = not tested or not shown.

SMILES | Fam108B inh | PAD4 inh | TPT1 inhibitor | MCL1-BIM inh | GLD-1 RNA inh | MEX-5 binding | Bcl-xL primary | GSTO1 inh | PME-1 primary
Cc1ccc(OCC(O)CNC(=O)c2ccccc2C(=O)O)cc1 (stereo not drawn) | 4 | 3 | -3 | -10 | 8 | 0.3 | 4 | 27 | -5
COC(=O)c1ccc(CN2CCN(C3CCCC3)C(CCO)C2)cc1 (stereo not drawn) | 2 | -7 | 0 | 3 | -6 | 4.2 | 5 | 5 | 7
Cc1c(NC(=O)OCCNC(=O)COc2ccc(Cl)cc2Cl)sc(=S)n1C | 5 | -1 | 1 | 5 | 6 | 2.0 | 0 | 4 | 5
O=C(NCc1ccco1)c1cc(-c2ccccc2)nc2ccccc12 | -1 | 0 | 5 | -7 | 4 | -0.1 | -4 | -2 | -6
Cc1cccc(OCC(=O)Nc2ccc(N3CCN(C(=O)c4ccccc4)CC3)cc2)c1C | -1 | 3 | -2 | 3 | 4 | 0.7 | -1 | -1 | 0
N#Cc1c(NC(=O)/C=C/C(=O)O)sc2c1CCN(Cc1ccccc1)C2 | 9 | -3 | 122* | -72 | -56 | -29* | -45 | 6 | 1
Cc1ccccc1NC(=O)c1cnn(-c2ccccc2)c1NC(=O)c1ccco1 | 9 | -5 | -3 | 12 | 0 | 2.9 | 7 | 16 | 2
Cc1ccccc1CC(=O)NCCN1CCCCC1 | -8 | 4 | -1 | 0 | 7 | -2.6 | -4 | -3 | -5
Cc1ccc(Nc2ncnc3sccc23)c(C)c1 | 0 | -4 | 2 | -5 | 1 | -0.9 | 0 | 4 | 6
O=C(N/N=C/c1cc(Br)cc(Br)c1O)c1ccncc1 | 6 | -8 | 89* | 45* | 31* | -4.5 | 33* | -4 | -2
CCN(CC)c1ccc(Nc2cc3n(c(=O)n2)CCc2cc(OC)c(OC)cc2-3)cc1 | 2 | -7 | 0 | -2 | 2 | 1.2 | 13 | 0 | -7
COCCNC(=O)CN(CCc1ccccc1)S(=O)(=O)c1ccc(Br)cc1 | -2 | 4 | 0 | 13 | 3 | 4.7 | -4 | 5 | 2
CCCCC1(CCCC)NC(=S)N(Nc2ccc(C)cc2)C1=O | 6 | 1 | -4 | 3 | 6 | 0.1 | 6 | 13 | -7
Cc1cc(C)nc(SCC(=O)Nc2ncc3c(n2)CCCC3=O)n1 | -1 | 2 | -2 | 1 | 8 | 1.2 | 9 | -5 | 8
FC(F)(F)c1ccc(Cl)c(NC(=S)NC2CC2)c1 | -5 | 3 | 3 | 11 | 3 | -0.5 | 2 | 11 | 8
O=C(Cn1ncc(N2CCOCC2)c(Cl)c1=O)c1ccc(Cl)cc1 | -1 | -2 | 0 | 3 | 4 | 0.1 | 7 | -2 | 4
CC(=O)O[C@H]1CC[C@@]2(C)C(CCC3C2CC[C@]2(C)OC(=O)CCC32)C1 (stereo partly drawn) | 1 | 3 | 0 | -1 | 4 | 4.2 | 0 | -4 | -6
O=C(NCc1cccnc1)c1cccn2c(=O)c3sccc3nc12 | 5 | 3 | -3 | 7 | 2 | 0.3 | 10 | 5 | -1
CCCc1cc(CNC(=O)C2CCC(=O)N(Cc3ccccc3F)C2)on1 (stereo not drawn) | 2 | -6 | -2 | 10 | -1 | -1.7 | 4 | 4 | -2
Cc1cc(C(=O)NC(=S)Nc2ccccc2N2CCOCC2)ccc1[N+](=O)[O-] | -1 | -2 | -2 | -3 | -1 | -0.8 | -2 | 3 | 6
COCCNC(=O)/C(C#N)=C/c1cc(C)n(C2CCCCC2)c1C | 1 | 3 | 2 | 7 | -4 | 0.4 | 5 | -15 | -1
CC(C)(C)c1ccc(C(=O)Nc2ccc(C(=O)NCc3cccnc3)cc2)cc1 | -3 | -3 | 1 | -5 | 0 | 1.6 | 3 | -8 | -13
COc1ccc(CNC(=O)C/C(C)=N/NC(=O)Cc2ccc(OC)c(OC)c2)cc1 | 1 | -6 | 0 | -1 | -2 | 1.7 | 5 | -2 | 1
O=C(NC1CCCCC1)N1CCc2ccccc2C1 | 2 | -2 | 1 | 6 | 6 | 1.8 | -1 | 4 | 1
Cc1cccc(C)c1Nc1nnc(SCc2nc3ccccc3c(=O)[nH]2)s1 | 0 | -1 | 3 | -6 | -5 | -1.1 | -5 | 3 | -1

Reformatted with tabs: entries from further up.
molecule	Fam108B inh	PAD4 inh	TPT1 inhibitor	MCL1-BIM inh	GLD-1 RNA inh	MEX-5 binding	Bcl-xL primary	GSTO1 inh	PME-1 primary
COCCNC(=O)/C(C#N)=C/c1cc(C)n(C2CCCCC2)c1C	1	3	2	7	-4	0.4	5	-15	-1
N#Cc1c(NC(=O)/C=C/C(=O)O)sc2c1CCN(Cc1ccccc1)C2	9	-3	122*	-72	-56	-29*	-45	6	1

Further entries follow.
SMILES | Fam108B inh | PAD4 inh | TPT1 inhibitor | MCL1-BIM inh | GLD-1 RNA inh | MEX-5 binding | Bcl-xL primary | GSTO1 inh | PME-1 primary
COC(=O)[C@@H]1C[C@@]2(O)[C@H](O)[C@H](O)[C@H](O)C[C@H]2N1CC1CC1 | 2 | -4 | 0 | -2 | 9 | -0.3 | 4 | -2 | 3
Nc1nc(SCC(=O)Nc2ccc(Oc3ccccc3)cc2)n[nH]1 | 2 | 0 | -2 | -5 | 11 | -2.3 | 8 | -2 | 2
O=C(Nc1ccccc1C(=O)O)c1cncc(Br)c1 | 6 | -1 | -7 | -11 | -2 | -1.8 | -2 | -7 | -1
O=C(Nc1nccs1)c1cc(S(=O)(=O)N2CCOCC2)ccc1Cl | 2 | 2 | -2 | -1 | 3 | 1.5 | 3 | 7 | 1
CC1CCN(c2ccc(S(=O)(=O)Nc3cc(C(=O)O)cc(C(=O)O)c3)cc2[N+](=O)[O-])CC1 | 0 | 3 | -6 | 12 | 11 | 1.3 | 7 | 12 | -1
C=CCN(c1ccccc1)S(=O)(=O)c1cccc(C(=O)NC2CCN(Cc3ccccc3)CC2)c1 | 3 | -2 | 2 | -17 | 1 | 3.3 | -10 | 0 | -5
CSc1ccccc1NC(=S)Nc1ccc(S(N)(=O)=O)cc1 | 3 | 0 | -6 | 6 | -3 | -2.0 | 2 | 7 | 1
CCOc1cc(C(=O)OCC(=O)c2c(N)n(C)c(=O)n(C)c2=O)cc(OCC)c1OCC | -2 | 2 | -1 | -1 | 4 | 2.4 | 1 | -1 | -10
Cc1ncoc1C(=O)N1CCCC(C(=O)c2cccc(OC(C)C)c2)C1 (stereo not drawn) | 3 | 4 | 0 | 0 | 1 | -0.4 | 3 | 0 | -4
Cc1c(Nc2ncccc2C(=O)O)cccc1C(F)(F)F | 0 | -2 | -3 | 3 | 0 | 3.4 | 6 | -6 | 3
Cc1cccc(NC(=O)Cn2cc(C(=O)C3CC3)c3ccccc32)c1 | -3 | 2 | 0 | -2 | -5 | 3.2 | 2 | 1 | -2
O=C(Nc1nccs1)OCc1ccccc1 | -8 | -6 | 9 | -22 | 15 | 0.6 | -15 | 0 | 2
Cc1cc(N2CCN(C)CC2)nc2ccc(NC(=O)CCC(=O)NCCC(C)C)cc12 | 0 | 3 | 0 | 9 | 4 | -0.4 | 5 | -3 | 6
Cc1ccc(O)c(C=Nc2ccc3[nH]ncc3c2)c1 | 3 | -7 | 1 | 4 | 2 | -14 | 5 | 6 | -2
Cc1cc(Oc2ccc(N)cn2)ccc1Cl | -2 | -3 | -1 | -8 | -5 | -2.8 | -5 | -6 | 9
Cc1onc(-c2ccccc2)c1C(=O)Nc1nnc(C(C)(C)C)s1 | 2 | -1 | 1 | -6 | 1 | 0.5 | -2 | 1 | -3
Cc1ccc(-c2noc(CCC(N)=O)n2)cc1 | -1 | -3 | 0 | -1 | 6 | -1.6 | 3 | -2 | -1
O=C1NC2=C(CCc3ccccc32)C(c2ccc(Br)cc2)N1 (stereo not drawn) | 0 | 2 | -1 | 16 | 4 | nt | 11 | 18 | 12
Cc1ccc(NC(=O)C(C)Oc2ccccc2)cc1S(=O)(=O)N1CCCCCC1 (stereo not drawn) | nt | 0 | nt | -1 | -2 | nt | 1 | nt | 5
C=CCOc1ccc(C2NC(=S)NC(C)=C2C(=O)c2ccccc2)cc1OC (stereo not drawn) | 1 | -7 | 5 | 1 | -3 | 0.4 | -1 | -1 | 2
O=C(CCn1c(=O)oc2ccccc21)Nc1ccc(C(=O)O)cc1 | -3 | 2 | -2 | -2 | -2 | -0.6 | -1 | 5 | -2
Cc1c(Cl)c(C(=O)N2CCCCCC2)nn1C | 1 | -4 | 0 | 5 | 0 | 0.0 | 0 | 2 | 3
Nc1nc(SCC(=O)N2CCCCC2)[nH]c(=O)c1NC(=O)c1cccs1 | 1 | 6 | -1 | 0 | 0 | 0.6 | 3 | 12 | -1
FC(F)Oc1ccc(NC(=S)NN2CCOCC2)cc1 | 2 | -6 | -2 | 3 | 2 | 4.4 | 1 | -2 | 3
CCC(=O)Nc1cc(C(=O)O)ccc1S(=O)(=O)c1ccc(C)cc1 | 3 | 4 | 0 | 32 | 4 | -1.3 | 16 | -5 | -3
Cc1noc(/C=C/N(C)C)c1S(=O)(=O)N1CCCC(C(=O)N2CCc3ccccc32)C1 (stereo not drawn) | 1 | -3 | 3 | -11 | -14 | nt | -11 | -3 | 1

Rewritten with tabs: part of the list above
structure	Fam108B inh	PAD4 inh	TPT1 inhibitor	MCL1-BIM inh	GLD-1 RNA inh	MEX-5 binding	Bcl-xL primary	GSTO1 inh	PME-1 primary
Cc1ccc(NC(=O)C(C)Oc2ccccc2)cc1S(=O)(=O)N1CCCCCC1 (stereo not drawn)	nt	0	nt	-1	-2	nt	1	nt	5
C=CCOc1ccc(C2NC(=S)NC(C)=C2C(=O)c2ccccc2)cc1OC (stereo not drawn)	1	-7	5	1	-3	0.4	-1	-1	2
O=C(CCn1c(=O)oc2ccccc21)Nc1ccc(C(=O)O)cc1	-3	2	-2	-2	-2	-0.6	-1	5	-2
Cc1c(Cl)c(C(=O)N2CCCCCC2)nn1C	1	-4	0	5	0	0.0	0	2	3

TPT1 inhibitor: what is marked active above.
mol,PAD4 inh,TPT1 inhibitor,MCL1-BIM inh,GLD-1 RNA inh,MEX-5 binding,Bcl-xL primary,PME-1 primary
N#Cc1c(NC(=O)/C=C/C(=O)O)sc2c1CCN(Cc1ccccc1)C2,-3,122*,-72,-56,-29*,-45,1
O=C(N/N=C/c1cc(Br)cc(Br)c1O)c1ccncc1,-8,89*,45*,31*,-4.5,33*,-2

As entered above.
Cc1ccc(O)c(C=Nc2ccc3[nH]ncc3c2)c1 in PAD4 inh is listed with -7
Cc1ccc(NC(=O)C(C)Oc2ccccc2)cc1S(=O)(=O)N1CCCCCC1 (stereo not drawn) in GLD-1 RNA inh is listed with -2
O=C(CCn1c(=O)oc2ccccc21)Nc1ccc(C(=O)O)cc1 in GLD-1 RNA inh is listed with -2

Compound activity deposited in PubChem by several laboratories.

This is a subset. The share of hits here may be higher or lower than overall.
